# Screens deposited in PubChem BioAssay by The Scripps Research Institute Molecular Screening Center.
# OX1R antag-1: blocks the human orexin 1 receptor. O43613. CHO/OX1R cells, Fluo-8 calcium fluorescence, orexin A. inhibition, % at 5 µM. 330,000 compounds, 0.43% hits. AID 434989;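 active means inhibition above its plate's threshold, mean inhibition of all tested compounds on the plate plus 3 SD, cut at about 37% in these data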;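 further: 0% = orexin A challenge wells and 100% = SB-334867-A antagonist wells; not every result past the cut was called active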
# Target sequence (O43613 whole entry, looked up): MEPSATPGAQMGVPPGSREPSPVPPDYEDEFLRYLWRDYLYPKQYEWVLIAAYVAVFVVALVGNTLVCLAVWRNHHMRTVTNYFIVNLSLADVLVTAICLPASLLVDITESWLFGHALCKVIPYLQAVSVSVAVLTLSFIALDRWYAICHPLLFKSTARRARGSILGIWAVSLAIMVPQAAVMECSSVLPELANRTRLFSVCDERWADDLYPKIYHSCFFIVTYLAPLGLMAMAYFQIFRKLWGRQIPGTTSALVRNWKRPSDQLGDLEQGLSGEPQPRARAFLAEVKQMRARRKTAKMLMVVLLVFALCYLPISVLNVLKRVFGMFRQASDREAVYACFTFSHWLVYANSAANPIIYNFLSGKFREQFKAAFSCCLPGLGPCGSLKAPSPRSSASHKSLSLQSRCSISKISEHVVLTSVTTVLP
# OX1R antag-2: blocks the human orexin 1 receptor; AID 485270; O43613; inhibition, % at 6.6 µM; 330,000 compounds, 1.8% hits; OX1R-expressing cells, FRET antagonist read-out; in the data active means inhibition mostly above about 38%, no sharp cut-off; inactive means mostly below about 40%;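 further: 0% = agonist challenge alone and 100% = reference antagonist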
# An asterisk follows results filed as active.
SMILES,OX1R antag-1,OX1R antag-2
COc1ccc(C2CC(c3ccccc3)=NN2C(=O)CSc2ncccn2)cc1 (stereo unspecified),-25,15
CCOC(=O)N1CCN(C(=O)CSc2nnc(COc3ccccc3)o2)CC1,11,10
Cc1nc(Oc2cccc(Cl)c2)c2oc3ccccc3c2n1,-27,9
CCOc1cccc(-c2c(C(=O)N/N=C(\C)c3cccs3)nnn2-c2nonc2N)c1,-13,-2
Cc1ccc(C(=O)NCC2(c3ccccc3)CCCC2)cc1,-22,32
Cc1ccc(S(=O)(=O)N2CCCCC2)cc1C(=O)N1C(C)CCCC1C (stereo unspecified),6,15
CCN1CCN(c2nc3c(c(=O)[nH]c(=O)n3C)n2CCSc2nc3ccccc3s2)CC1,-9,2
Clc1ccc(Nc2nc(-c3ccncc3)cs2)cc1,-27,26
O=C1CN(C(=O)c2cccc([N+](=O)[O-])c2)CC(=O)N1,-13,8
COc1ccccc1C(=O)Nc1nnc(S(=O)(=O)N2CCCCCC2)s1,-27,10
CC(NC(=O)C(=O)NCc1cccs1)c1ccccc1 (stereo unspecified),0,-10
CCCCNC(=O)c1ccc2c(c1)ncn2C1CCCC1,-4,5
Cc1ccc2c(c1)C(c1ccc(F)cc1)N(C(=O)C1CC1)CC(=O)N2 (stereo unspecified),-18,9
OCC1(CCc2ccccc2)CCN(Cc2ccc3nsnc3c2)CC1,-35,12
C=CCSc1nnc2c(n1)OC(c1cccnc1)Nc1ccccc1-2 (stereo unspecified),-4,78*
CC(=O)Nc1ccc(S(=O)(=O)Nc2ccc(Cc3ccncc3)cc2)cc1,-9,0
COc1cc2c(-c3ccc4cc[nH]c4c3)c(-c3ccc(C#N)cc3)oc(=O)c2cc1OC,7,14
CCOC(=O)N1CCN(C(=O)Cc2ccsc2)CC1,-9,0
CCOc1ccccc1N1CCN(C(=O)Nc2ccc(Cl)c(Cl)c2)CC1,-19,28
O=C(Nc1cc(Cl)ccc1-n1cncn1)c1cc(F)c(F)c(F)c1F,-25,12
Cc1cc(C(=O)O)cc(S(=O)(=O)Nc2c(C)nn(C)c2C)c1C,19,8
O=C(CC(=O)c1ccccc1)Nc1ccc(Cl)cc1,0,14
C=CCn1c(-c2ccc(Cl)cc2)c[nH]c1=S,-10,11
CCCCC(CC)CNC(=O)C1CCCN(S(=O)(=O)c2cnc[nH]2)C1 (stereo unspecified),-13,6
CCn1cc(C(=O)NCCCO)c(=O)c2cc(F)c(N3CCN(C)CC3)cc21,-10,0
O=C(Nc1ccccc1F)c1c[nH]c(=O)[nH]c1=O,-3,19
N#Cc1ccc(-c2ccccc2)nc1SCC(=O)c1cc2ccccc2oc1=O,-2,25
O=[N+]([O-])c1cc(C(F)(F)F)ccc1Sc1ccc2ccccc2n1,-25,18
O=C(COC(=O)c1ccccc1NC(=O)c1ccco1)NC1CCCCC1,-20,2
COc1cccc(NC(=O)COc2ccc(C(=O)N3CCN(C)CC3)cc2)c1,1,8
CC(=O)Nc1ccc(OCc2cccc3ccccc23)cc1,0,0
CNC(=O)c1ccc(NC(=O)c2cccc(C(F)(F)F)c2)cc1,1,16
CCCn1cc(SCC(=O)Nc2cc(C)on2)c2ccccc21,-14,15
O=C(CSCc1ccc(Cl)cc1)Nc1ccc(S(=O)(=O)N2CCOCC2)cc1,-7,7
COc1ccc(NC(=S)Nc2cc(C)ccn2)c(OC)c1,-3,23
CN(C(=O)Cn1cc(C(F)(F)F)ccc1=O)c1c(N)n(Cc2ccccc2)c(=O)[nH]c1=O,-11,8
CCN1CCN(c2cc(C)c3cc(NC(=S)N(C)Cc4ccccc4)ccc3n2)CC1,-11,-1
CCS(=O)(=O)c1nc(S(=O)(=O)c2ccc(C)cc2)c(NCCCN(C)C)s1,-29,16
CCc1ccc(NC(=O)C2CCCN(S(=O)(=O)c3cccs3)C2)cc1 (stereo unspecified),-12,25
Cc1oc(-c2ccccc2)nc1CC(=O)O,-12,13
COc1ccccc1/C=N\Nc1ccccc1[N+](=O)[O-],-27,5
Cc1ccc(S(=O)(=O)N2[C@@H](c3ccccc3)C(C(=O)O)=CC[C@H]2c2ccc(Cl)cc2)cc1,14,78*
Cc1cccc(C)c1OCc1cc(C(=O)N2CCN(c3ccccn3)CC2)no1,-35,13
CCOC(=O)C1CCN(C(C(=O)NC2CCCC2)c2ccc(C)cc2)CC1 (stereo unspecified),-19,19
N#Cc1c(Cl)cccc1N1CCC(C(N)=O)CC1,0,26
CCc1ccc(OCCCC(=O)Nc2ccc(N3CCOCC3)cc2)cc1,2,8
COc1ccc(N2C(=O)CCC(C(=O)O)C2c2ccccc2OC)cc1 (stereo unspecified),-8,12
O=C(c1nsc(Cl)c1Cl)N1CCCCC1,2,10
COCCN(C(=O)c1ccc(OC2CCN(S(=O)(=O)N(C)C)CC2)cc1)C(C)C,-10,19
CCOC(=O)CC1(NC(=O)C2CCC(=O)N(CCc3ccc(OC)cc3)C2)CCCCC1 (stereo unspecified),-19,18

# (continued)
SMILES,OX1R antag-1,OX1R antag-2
CS(=O)(=O)N1CCN(c2ccccc2NC(=S)NC(=O)c2ccccc2[N+](=O)[O-])CC1,-33,3
COc1ccc(NC(=O)CN2CCN(c3ccc(F)cc3)CC2)cc1,-21,-3
Cc1nc2c(-c3ccccc3)c(C)[nH]n2c(=O)c1Cc1ccccc1,-24,14
COC(=O)c1c(C)nc(C)c(C(=O)OC)c1-c1cccs1,0,14
O=S(=O)(Cc1ccccc1Cl)CC(O)COc1ccccc1Cl (stereo unspecified),-17,2
O=C1CCC(=O)N1c1ccc(-c2nc3sc4c(c3c(=O)o2)CCC4)cc1,-15,2
Cc1ccc(O)c(NS(=O)(=O)c2cccc3nsnc23)c1,-15,4
COC(=O)CCC(=O)Nc1ccc(S(=O)(=O)N2CCCCCC2)cc1,-11,4
O=C(Nc1cccc(C(F)(F)F)c1)Nc1ccc2[nH]c(=O)[nH]c2c1,-3,-8
O=C(O)c1ccc(-c2ccccc2)[nH]c1=O,-19,20

# A draw from above in order of length of the SMILES, highest first.
SMILES,OX1R antag-1,OX1R antag-2
Cc1ccc(S(=O)(=O)N2[C@@H](c3ccccc3)C(C(=O)O)=CC[C@H]2c2ccc(Cl)cc2)cc1,14,78*
CN(C(=O)Cn1cc(C(F)(F)F)ccc1=O)c1c(N)n(Cc2ccccc2)c(=O)[nH]c1=O,-11,8
CS(=O)(=O)N1CCN(c2ccccc2NC(=S)NC(=O)c2ccccc2[N+](=O)[O-])CC1,-33,3
CCOC(=O)CC1(NC(=O)C2CCC(=O)N(CCc3ccc(OC)cc3)C2)CCCCC1 (stereo unspecified),-19,18
COCCN(C(=O)c1ccc(OC2CCN(S(=O)(=O)N(C)C)CC2)cc1)C(C)C,-10,19
CCS(=O)(=O)c1nc(S(=O)(=O)c2ccc(C)cc2)c(NCCCN(C)C)s1,-29,16
CCN1CCN(c2cc(C)c3cc(NC(=S)N(C)Cc4ccccc4)ccc3n2)CC1,-11,-1
O=C1CCC(=O)N1c1ccc(-c2nc3sc4c(c3c(=O)o2)CCC4)cc1,-15,2
COc1cccc(NC(=O)COc2ccc(C(=O)N3CCN(C)CC3)cc2)c1,1,8
CCOC(=O)C1CCN(C(C(=O)NC2CCCC2)c2ccc(C)cc2)CC1 (stereo unspecified),-19,19
CCc1ccc(NC(=O)C2CCCN(S(=O)(=O)c3cccs3)C2)cc1 (stereo unspecified),-12,25
COC(=O)CCC(=O)Nc1ccc(S(=O)(=O)N2CCCCCC2)cc1,-11,4
COc1ccc(N2C(=O)CCC(C(=O)O)C2c2ccccc2OC)cc1 (stereo unspecified),-8,12
CNC(=O)c1ccc(NC(=O)c2cccc(C(F)(F)F)c2)cc1,1,16
CCc1ccc(OCCCC(=O)Nc2ccc(N3CCOCC3)cc2)cc1,2,8
COC(=O)c1c(C)nc(C)c(C(=O)OC)c1-c1cccs1,0,14
O=S(=O)(Cc1ccccc1Cl)CC(O)COc1ccccc1Cl (stereo unspecified),-17,2
CCCn1cc(SCC(=O)Nc2cc(C)on2)c2ccccc21,-14,15
COc1ccc(NC(=S)Nc2cc(C)ccn2)c(OC)c1,-3,23
CC(=O)Nc1ccc(OCc2cccc3ccccc23)cc1,0,0
N#Cc1c(Cl)cccc1N1CCC(C(N)=O)CC1,0,26
O=C(O)c1ccc(-c2ccccc2)[nH]c1=O,-19,20
O=C(c1nsc(Cl)c1Cl)N1CCCCC1,2,10

# Additional entries.
SMILES,OX1R antag-1,OX1R antag-2
CCC(=O)c1ccc(OCC(=O)OCC(=O)Nc2cccc(S(=O)(=O)N3CCCC3)c2)cc1,-23,10
CC1CCC(C(=O)NC(C(=O)NCc2cccnc2)C(C)C)CC1 (stereo unspecified),-21,4
Cc1sc2nc(CSC(C)C(=O)Nc3ccc(Cl)cn3)[nH]c(=O)c2c1C (stereo unspecified),-8,13
Cc1cc(=O)[nH]c(Nc2c(C)n(C)n(-c3ccccc3)c2=O)n1,-11,3
CCOc1ccc(C(C)NC(=O)C2CCC2)cc1 (stereo unspecified),-8,11
O=[N+]([O-])c1ccccc1CN1CCN(Cc2ccc3ccccc3c2)CC1,-22,13
CC(C)c1ccc(NC(=O)CSC(C)c2nc3ccccc3c(=O)[nH]2)cc1 (stereo unspecified),2,63*
COc1ccc(S(=O)(=O)N2CCN(C(=O)c3c(C)nn(-c4ccccc4)c3Cl)CC2)cc1,-19,27
Cc1ccc(SCCC(=O)Nc2ccccc2Br)cc1,-24,19
COc1ccc(C(=O)Nc2ccc3c(c2)CCCN3C(=O)c2cccs2)c(OC)c1,-19,5
CN(C)CCN(Cc1cc2cc3c(cc2[nH]c1=O)OCO3)C(=S)NCC1CCCO1 (stereo unspecified),-17,12
COc1ccc(C(=O)Nc2cc(C(F)(F)F)ccc2-n2cnc3ccccc32)cc1,-11,24
CC(C)NCC(=O)Nc1c2c(nc3ccccc13)CCC2,-26,16
Clc1ccc(CSc2nnc(-c3ccncc3)s2)cc1,-7,18
COc1ccc(-c2c(-c3cc(OC)cc(OC)c3)n(C)c3ccc(-c4ccc(OC)nc4)cc23)cc1,-5,5
O=C(CN1C(=O)c2ccccc2C1=O)OCCOCCN=C1NS(=O)(=O)c2ccccc21,-8,34
CC(C)N(C(=O)[C@H]1C[C@H](CC(=O)NCC23CC4CC(CC(C4)C2)C3)C(=O)N2CCc3c([nH]c4ccc(Cl)cc34)[C@]12C)C(C)C,-52,5
COc1ccc(C(=O)OCC(=O)NC2CCCCCC2)cc1OC,-17,2
O=C(Nc1ccccc1)c1ccccc1C(=O)N1CCCCC1,-17,20
CCCCN(C(=O)CC1CCCC1)c1c(N)n(CCC)c(=O)[nH]c1=O,-17,5

# Shown with two lines to a compound: part of the list above
# Results follow in this order: OX1R antag-1 | OX1R antag-2
- CCn1cc(C(=O)NCCCO)c(=O)c2cc(F)c(N3CCN(C)CC3)cc21
  -10 | 0
- O=C(Nc1ccccc1F)c1c[nH]c(=O)[nH]c1=O
  -3 | 19

# Further records.
SMILES,OX1R antag-1,OX1R antag-2
CC(C)NC(=O)c1ccccc1NC(=O)Cc1ccc(Cl)cc1,-23,20
CCCS(=O)(=O)N1CCN(Cc2ccc(OCc3ccccc3)c(OC)c2)CC1,-3,6
CCCC(C)NC(=O)c1nc(-c2ccccc2)n(-c2ccccc2)n1 (stereo unspecified),-15,14
CCC(OC(=O)c1cccs1)C(=O)NCc1ccco1 (stereo unspecified),-20,6
O=C(C1CCN(S(=O)(=O)c2cccnc2)CC1)N1CCN(c2ccc(Cl)cc2)CC1,-8,2
O=C1c2ccccc2C(=O)N1CCSc1nc2ccccc2c(=O)n1CCCN1CCOCC1,-21,0
CCOC(=O)C1CCN(S(=O)(=O)c2ccc3c4c(cccc24)C(=O)N3)CC1,-30,10
CC(OC(=O)c1cc[n+]([O-])cc1)C(=O)NCc1ccccc1 (stereo unspecified),-3,23
CCOc1ccc(-c2noc(COC)n2)cc1OC,-19,6
COC(CN(C(=O)CCl)C(C(=O)NC1CCCC(C)C1C)c1ccc(C)cc1)OC (stereo unspecified),-21,15
CC(=O)Nc1c2c(nn1-c1ccc(C)cc1C)CS(=O)C2 (stereo unspecified),-14,6
CCCC(=O)N1CCN(c2ccc(NC(=S)NC(=O)c3cccc(C)c3)cc2)CC1,-29,34
Cc1ccc2nc(NC(=O)CSc3nnc(C)c(=O)n3N)sc2c1,-2,8
CCCS(=O)(=O)N1CCN(S(=O)(=O)c2ccccc2)CC1,-7,18
CCOc1cc(/C=C2/C(=O)ON=C2C)ccc1O,-8,-5
C[C@@]12C(=O)Nc3ccc(Br)cc3C(=O)N1[C@H]1c3cc(Cl)ccc3OC[C@@H]1[C@@H]2c1ccccc1,-36,2
O=C(c1cccc(Cl)c1)N1CCC(c2nc3ccccc3[nH]2)CC1,-14,1
Cn1c(=O)c2c(ncn2CC(=O)Nc2cc(S(=O)(=O)N3CCCCC3)ccc2O)n(C)c1=O,-18,8
COC(=O)c1sc2nc(C)c([N+](=O)[O-])c(C)c2c1N,3,31
